BAP1 inh – inhibitors of BAP1 deubiquitinase, primary screen, biochemical, Ub-AMC fluorescence, kinetic; activity remaining (% of control), % at 20 µM; hit rate 0.48% among 72,000; Ubiquitin carboxyl-terminal hydrolase BAP1 (Homo sapiens), Q92560; recombinant BAP1, Ub-AMC hydrolysis fluorescence kinetic; active compounds read low;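 active = activity remaining at or below 50% of control, provided the compound also passes the data quality filters; inactive = the rest, including low values that fail the filters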;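 note: 100% = DMSO wells rate and 0% = substrate alone blank rate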
Target sequence (Q92560 whole entry, looked up): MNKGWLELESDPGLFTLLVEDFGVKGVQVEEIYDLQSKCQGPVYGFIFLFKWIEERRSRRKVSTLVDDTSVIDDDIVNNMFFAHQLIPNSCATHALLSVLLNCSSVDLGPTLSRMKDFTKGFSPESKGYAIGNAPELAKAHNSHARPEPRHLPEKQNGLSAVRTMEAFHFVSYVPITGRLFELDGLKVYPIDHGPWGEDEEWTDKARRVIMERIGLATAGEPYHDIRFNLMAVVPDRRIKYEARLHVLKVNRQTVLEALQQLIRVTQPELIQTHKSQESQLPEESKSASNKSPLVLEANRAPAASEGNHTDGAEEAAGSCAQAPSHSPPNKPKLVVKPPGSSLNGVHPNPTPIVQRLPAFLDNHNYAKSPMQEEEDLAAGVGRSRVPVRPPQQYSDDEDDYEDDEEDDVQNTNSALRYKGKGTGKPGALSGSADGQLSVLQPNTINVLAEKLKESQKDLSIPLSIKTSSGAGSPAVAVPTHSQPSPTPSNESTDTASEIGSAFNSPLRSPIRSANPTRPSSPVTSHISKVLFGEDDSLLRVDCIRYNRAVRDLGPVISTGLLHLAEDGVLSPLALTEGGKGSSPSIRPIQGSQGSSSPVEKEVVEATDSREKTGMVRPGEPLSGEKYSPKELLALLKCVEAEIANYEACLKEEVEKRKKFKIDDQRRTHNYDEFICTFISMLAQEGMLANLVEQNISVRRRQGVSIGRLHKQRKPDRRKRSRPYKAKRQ
HePTP inhibitor – inhibitors of human HePTP phosphatase, primary screen, biochemical, absorbance, leukemia target. Tyrosine-protein phosphatase non-receptor type 7 (Homo sapiens), P35236. recombinant HePTP phosphatase activity, OD absorbance. inhibition, % at 20 µM. hit rate 0.64% among 110,000; in the data active = inhibition above about 50%;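 note: plate controls were vehicle for no effect and reference inhibitor for full effect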
Target sequence (P35236 whole entry, looked up): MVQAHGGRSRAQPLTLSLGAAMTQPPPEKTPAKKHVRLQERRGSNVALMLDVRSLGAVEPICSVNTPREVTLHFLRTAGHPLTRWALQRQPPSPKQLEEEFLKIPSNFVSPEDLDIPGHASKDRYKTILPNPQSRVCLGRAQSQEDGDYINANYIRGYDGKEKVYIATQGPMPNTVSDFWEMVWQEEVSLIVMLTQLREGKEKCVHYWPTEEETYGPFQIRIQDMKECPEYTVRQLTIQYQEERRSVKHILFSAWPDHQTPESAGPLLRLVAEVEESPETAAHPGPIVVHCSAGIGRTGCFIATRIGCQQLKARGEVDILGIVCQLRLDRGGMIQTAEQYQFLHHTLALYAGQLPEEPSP
* hit, by the source's call; nt = not tested or not shown; & = joins results of further samples. No enrichment for hits; about 0.95% have a hit in one of these screens.

BAP1 inh	HePTP inhibitor	canonical_smiles
nt	0	O=C1CC(N2CCN(CCO)CC2)C(=O)N1c1ccccc1 (stereo not drawn)
99	-4	COc1cccc(-c2nnc(SCC(=O)Nc3ccc4c(c3)OCCO4)n2Cc2ccco2)c1
nt	-2	CC(C)(C)CC(C)(C)NC1=CC(=O)OC12CCCCC2
100	4&3	COc1ccc(OC)c(-n2cnnn2)c1
nt	10	Cc1ccc(-c2ccc(OCC(=O)Nc3ncn[nH]3)cc2)cc1
90	-4	Cn1c(=O)c2c(nc(Br)n2CC(=O)C23CC4CC(CC(C4)C2)C3)n(C)c1=O
102	3	CCCOc1ccc(N2C(=O)CC(N3CCN(c4ccccc4F)CC3)C2=O)cc1 (stereo not drawn)
151	nt	O=C(O)c1cc(N2C(=O)c3ccc([N+](=O)[O-])cc3C2=O)cc(N2C(=O)c3ccc([N+](=O)[O-])cc3C2=O)c1
90	14	Cc1ccc(S(=O)(=O)C2(C(=O)Nc3cccnc3)CC2)cc1
nt	7	Cc1cc(NC(=O)CSc2nc(C(C)C)nc3sc(C)c(C)c23)no1
nt	15	Cc1cccc(OCCSc2nc3ccccc3n2CC(=O)O)c1
104	8	Cc1nc(NCC2CCCO2)c2nnn(Cc3ccccc3Cl)c2n1 (stereo not drawn)
91	-6	Brc1cccc(-c2nnc3sc(CNCc4ccco4)cn23)c1
88	1	CCOc1cc(NC2CS(=O)(=O)CC2O)c(OCC)cc1NC(=O)c1ccccc1 (stereo not drawn)
nt	77*	COc1cc(/C=N\N2CCN(Cc3ccc(C)cc3)CC2)cc(Br)c1O
90	11	COc1ccc2c(c1)CCc1c(C(=O)N3CCCc4ccccc43)noc1-2
nt	-7	COc1ccccc1NC(=O)COc1ccc(Br)cc1
125	11	CCCc1noc2c1C(c1ccoc1)C(C#N)=C(N)N2 (stereo not drawn)
87	4	CC(=O)c1cccc(S(=O)(=O)N2CCN(c3nc4cc(C)cc(C)c4cc3C#N)CC2)c1
98	-12	O=C(C1CCCN(Cc2ccc3c(c2)OCO3)C1)N1CCCC1 (stereo not drawn)
nt	1	CCOc1ccc(C(=O)Nc2ccc(NC(=O)c3cccc(C)c3)cc2)cc1
nt	-5	O=C(CN(c1ccc(F)cc1)S(=O)(=O)c1ccccc1)Nc1ccccc1Br
86	-6	COc1ccc(C(CC(=O)Nc2nccs2)n2cccc2)cc1 (stereo not drawn)
92	0	O=C(NC(O)C(=O)c1cccs1)c1cccnc1 (stereo not drawn)
94	5	COC(=O)C1C(=O)C=C(N2CCOCC2)CC1(C)C (stereo not drawn)
76	-10	CCOc1ccc(CCNC(=O)Cn2c(-c3nonc3N)nc3ccccc32)cc1OCC
62	nt	Cc1ccccc1OCc1nc2c3c(-c4ccccc4)c(-c4ccccc4)oc3ncn2n1
195	8	Cc1ccc2c(CSc3nncs3)cc(=O)oc2c1
nt	-10	CC(C)(C)c1ccc(C(=O)Nc2c(F)c(F)c(F)c(F)c2F)cc1
nt	2	Cc1ccc([N+](=O)[O-])cc1Cc1ccccc1
nt	3	CC(CO)(CO)NC(=O)C(F)(F)C(F)(F)C(=O)NC(C)(CO)CO
nt	-4	Cc1ccc(S(=O)(=O)Oc2cccc(/C=C3/SC(=S)N(Cc4ccccc4)C3=O)c2)cc1
60	nt	CCOC(=O)C(C(=O)Nc1ccc(Br)cc1)C1CCCCC1 (stereo not drawn)
75	-5	O=C(Cn1cnc2c(cnn2-c2ccccc2)c1=O)c1ccc(Cl)cc1
nt	103*	O=C1CC2c3ccccc3C1C1C(=O)N(c3ccccc3)C(=O)C21 (stereo not drawn)
80	-5	O=C(c1ccc(C(=O)N2CCCc3ccccc32)nc1)N1CCCc2ccccc21
nt	3	O=CNC(NC(=S)Nc1ccc(F)cc1)C(Cl)(Cl)Cl (stereo not drawn)
100	8	COC(=O)C1C(=O)c2c([nH]c(C(=O)OC3CCCC3)c2C)CC1C (stereo not drawn)
73	11	CN1CCN(CC(=O)Nc2ccc(Cl)cc2Cl)CC1
96	nt	CCn1c(N2CCCCC2)nc2c1c(=O)[nH]c(=O)n2C
228	11	CCOc1ccc2c(C)nc(NC3=NC(C)(C)C=C(C)N3)nc2c1
nt	9	CCOc1ccc(C2=C/C(=C/c3cc(Br)c(OC)cc3OC)C(=O)O2)cc1
95	13	COC(=O)c1sc(N)c(C(=O)OC)c1CSc1nnc(-c2ccccc2Cl)n1C
nt	4	C=CCN1C(=O)/C(=C\c2ccc(OC(=O)c3cccc(Br)c3)cc2)SC1=S
nt	5	COc1ccc(CN2CCN(C3CCCC3)CC2)cc1Br
nt	-16	O=C(c1cccc2ccccc12)N1CCN(c2ccccc2)CC1
nt	5	CCOc1ccc(NC(=S)NC(NC(=O)c2cccc(C)c2)C(Cl)(Cl)Cl)cc1 (stereo not drawn)
nt	-14	O=C1c2cccc3cccc(c23)C(=O)N1CCN1CCN(CC(O)c2ccc([N+](=O)[O-])cc2)CC1 (stereo not drawn)
nt	-9	COc1cc(C(=O)Nc2ccc(NC(C)=O)cc2)c([N+](=O)[O-])cc1OC
72	5	COCCOC(=O)c1c(C)oc2ccc(OCc3ccc(Br)cc3)cc12

The list goes on.
BAP1 inh	HePTP inhibitor	canonical_smiles
nt	10	O=C(O)c1ccc(S(=O)(=O)c2ccc3c(c2)C(=O)N(c2ccc(O)cc2)C3=O)cc1
110	1	O=C(CN(Cc1ccccc1)C(=O)c1ccco1)NCc1ccc(F)cc1
91	4	Cc1cc(NC2C3CC4CC(C3)CC2C4)n2nnnc2n1 (stereo not drawn)
nt	4	CCOc1ccc(NC(=O)CCC(=O)NCCO)cc1
118	12	Nc1ccnc(C(F)(F)F)c1C(=O)c1ccccc1
nt	-1	Cc1ccc(C(=O)N2CCN(C(=O)c3ccc(C)cc3)CC2)cc1
nt	6	Cc1nnc(NS(=O)(=O)c2ccc(F)cc2)s1
115	18	Cc1occc1-c1nnc(SCC(=O)N2c3ccccc3CCc3ccccc32)n1C
120	-11	CC(NS(C)(=O)=O)C(c1cccs1)N1CCN(c2ccc(F)cc2)CC1 (stereo not drawn)
nt	4	COC(=O)NNC(=O)c1ccc(OC)c(OC)c1
nt	66*	COc1cccc(/C=C2\C(=O)N(c3cccc(C(=O)O)c3)N=C2C)c1
nt	6	COc1ccc(NC(=O)CN(c2cc(Cl)cc(Cl)c2)S(C)(=O)=O)cc1OC
71	6	COCC(=O)Nc1ccc(N(C)C)cc1
118	7	CC1CN(S(=O)(=O)c2ccc(NC(=O)CCCN3C(=O)c4ccccc4C3=O)cc2)CC(C)O1 (stereo not drawn)
nt	3	COc1ccc(CCN2C(=O)/C(=C/c3c(NCCCn4ccnc4)nc4c(C)cccn4c3=O)SC2=S)cc1OC
nt	-3	O=C(Nc1ccc(Cc2ccc(NC(=O)C(F)(F)F)c([N+](=O)[O-])c2)cc1[N+](=O)[O-])C(F)(F)F
nt	-10	COc1ccc(/C=C(/NC(=O)c2ccco2)C(=O)Nc2ccc3ccccc3c2)cc1
81	1	COc1ccccc1C(=O)N1CCc2ccccc21
nt	-5	CN(C)CCCNc1oc(-c2cccc(Cl)c2)nc1C#N
nt	4	COc1ccc(-c2ccc(/C=C/C(=O)c3ccc(Cl)cc3)o2)cc1
nt	0	CC(=O)c1ccc(N2C(=O)c3ccc(C(=O)O)cc3C2=O)cc1
nt	8	CCCN(CCC)CCCNC(=O)c1cc2cc3ccc(OC)cc3nc2o1
nt	-13	O=C(O)c1ccc(S(=O)(=O)n2cnc3ccccc32)cc1
nt	-3	COc1ccc2c(c1)-c1c(ssc1=S)C(C)(C)N2C(=O)COc1ccccc1
103	5	CCCS(=O)(=O)N1CCC(C(=O)NCCN(CC)c2ccccc2)CC1

Three compounds out of the list above, ordered by the value under HePTP inhibitor, high to low.
SMILES	BAP1 inh	HePTP inhibitor
COc1cccc(/C=C2\C(=O)N(c3cccc(C(=O)O)c3)N=C2C)c1	nt	66*
CCCN(CCC)CCCNC(=O)c1cc2cc3ccc(OC)cc3nc2o1	nt	8
COCC(=O)Nc1ccc(N(C)C)cc1	71	6

Grouped by structure: those above containing bromine
BAP1 inh	HePTP inhibitor	canonical_smiles
90	-4	Cn1c(=O)c2c(nc(Br)n2CC(=O)C23CC4CC(CC(C4)C2)C3)n(C)c1=O
91	-6	Brc1cccc(-c2nnc3sc(CNCc4ccco4)cn23)c1
nt	77*	COc1cc(/C=N\N2CCN(Cc3ccc(C)cc3)CC2)cc(Br)c1O
nt	-7	COc1ccccc1NC(=O)COc1ccc(Br)cc1
nt	-5	O=C(CN(c1ccc(F)cc1)S(=O)(=O)c1ccccc1)Nc1ccccc1Br
60	nt	CCOC(=O)C(C(=O)Nc1ccc(Br)cc1)C1CCCCC1 (stereo not drawn)
nt	9	CCOc1ccc(C2=C/C(=C/c3cc(Br)c(OC)cc3OC)C(=O)O2)cc1
nt	4	C=CCN1C(=O)/C(=C\c2ccc(OC(=O)c3cccc(Br)c3)cc2)SC1=S
nt	5	COc1ccc(CN2CCN(C3CCCC3)CC2)cc1Br
72	5	COCCOC(=O)c1c(C)oc2ccc(OCc3ccc(Br)cc3)cc12

More records
BAP1 inh	HePTP inhibitor	canonical_smiles
nt	7	O=C(CC1(O)C(=O)Nc2ccccc21)c1ccco1 (stereo not drawn)
nt	2	COc1ccc(S(=O)(=O)N(CC(=O)NC2CCCCC2)c2cc(C)cc(C)c2)cc1OC
nt	-9	CC(=O)Nc1sc2c(c1C(=O)Nc1ccccc1C)CCC2
94	0&-7	CC(C)(C)c1ccc(OCCN2CCCC2)cc1
nt	1	O=c1c2c(-c3ccccc3)csc2ncn1/N=C/c1ccccn1
82	0	Cc1ccc(C2CC(c3ccccc3C)n3nc(N)nc3N2)cc1 (stereo not drawn)
115	6	CC1=C(C(=O)Nc2cccnc2)C(c2cccnc2)n2nc(-c3cccs3)nc2N1 (stereo not drawn)
90	3	Oc1c(C(c2cccs2)N2CCN(c3ccccc3)CC2)sc2ncnn12 (stereo not drawn)
84	1	COc1ccc2c(c1)c(=O)c(Br)c(C)n2Cc1ccccc1
nt	-14	Cc1cc([N+](=O)[O-])ccc1-c1ccc(C(=O)Nc2ccc(-c3nc4ccccc4o3)c(O)c2)o1
111	9	CCC(C)COC(=O)c1ccc(C(=O)O)cc1 (stereo not drawn)
69	-3	CCOC(=O)C1=C(CSc2nc(C)cc(C)c2C#N)OC(N)=C(C#N)C1c1cccs1 (stereo not drawn)
nt	-6	CC(=O)Nc1ccc(NC(=O)c2ccccc2-c2ccccc2C(=O)O)cc1
nt	8	COc1ccc(CNC(=O)C(=O)Nc2cc(C)cc(C)c2)cc1
108	10	CC(C)c1nc2sc3c(c2c(=O)o1)CCCC3
nt	11	N/C(Cc1ccc([N+](=O)[O-])cc1)=N\OC(=O)c1cccc(Br)c1
73	5	NC(=O)c1ccccc1OCCOCCOCCOc1ccccc1C(N)=O
102	9	COc1ccc(C2(CNC(C)=O)CCCC2)cc1OC
nt	-6	COc1ccc(NC(=O)C2CC2)c(OC)c1
92	9	O=C(Cn1nc(Cc2cccnc2)c2ccccc2c1=O)NCc1ccc2c(c1)OCO2
113	8	CC1(C)CC(=O)C=C(Nc2ccc(Br)cn2)C1
94	-4	COc1ccc(O)c(C(=O)c2cc(C#N)c(=O)n(CCN3CCOCC3)c2)c1
nt	-4	Cc1ccc(C(=O)NC(=S)Nc2ncc(C(F)(F)F)cc2Cl)cc1
nt	5	NS(=O)(=O)c1cccc(NC(=O)c2sc3ccccc3c2Cl)c1
nt	2	CCc1ccc(-c2cc(C(=O)O)c3ccccc3n2)cc1
156	-7	Cc1cc(N2CCOCC2)n2nc(-c3cccc(F)c3)cc2n1
96	3	O=C(CCC1COc2ccccc2O1)Nc1ncccc1O (stereo not drawn)
nt	1	COc1ccc(-c2nc(N3CCOCC3)nc3nn4c(C)c(CCC(=O)O)c(C)nc4c23)cc1
nt	6	FC(F)(F)c1ccccc1NC(=S)Nc1ccccc1
nt	8	CCC(Oc1ccccc1)C(=O)NC(C)c1ccccc1 (stereo not drawn)
112	10	c1cncc(-c2nc(-c3ccc4c(c3)OCO4)cs2)c1
nt	-7	Cc1ccc(-c2cc(-c3ccccc3O)[nH]n2)cc1
75	9	O=C(c1cc(-c2ccccc2)on1)N1CCN(Cc2ccc3c(c2)OCO3)CC1
nt	5	Cc1noc2c1/C(=N\O)CC(c1ccccc1)C2 (stereo not drawn)
111	nt	Cc1cc(NC(=O)c2cccnc2)ccc1-c1cc2ccccc2oc1=O
88	4	Nc1nc(CN2CCN(c3cccc(Cl)c3)CC2)nc(N2CCCc3ccccc32)n1
93	1	Cc1ccc(C)c(-n2c(CNC(=O)c3ccco3)nnc2SCC(=O)Nc2nccs2)c1
nt	-7	O=[N+]([O-])c1ccc(-n2nncc2C23CC4CC(CC(C4)C2)C3)cc1
nt	1	O=C(O/N=C(/c1ccncc1)c1ccc([N+](=O)[O-])cc1)c1ccccc1F
94	1	COc1cccc(OCCOc2c(OC)cccc2OC)c1
71	10	CCOc1ccc(/C(O)=C2/C(=O)C(=O)N(c3nc(C)c(C)s3)C2c2ccco2)cc1 (stereo not drawn)
nt	10	CC(=O)n1cc(/C=C2\N=C(c3ccccc3F)OC2=O)c2ccccc21
111	-1	O=C(NCC1(N2CCOCC2)CCCCC1)c1ccc(Cl)c(S(=O)(=O)NCc2ccco2)c1
133&72	9	COC(=O)c1[nH]c2c(c1C)C(=O)CCC2
108	6	COC(=O)Cc1csc(N)n1
127	-3	COc1ccccc1N=Cc1nc(-c2ccccc2)oc1OC(C)=O
116	nt	CCOC(=O)c1c(NC(=O)c2ccc([N+](=O)[O-])cc2Cl)sc2c1CCC(CC)C2 (stereo not drawn)
116	14	CC(CCc1ccccc1)NC(=O)C1CCN(S(=O)(=O)c2cnc[nH]2)CC1 (stereo not drawn)
nt	2	COc1cccc(C(=O)Nc2ccc3nc(N4CCN(c5ncccn5)CC4)cc(C)c3c2)c1OC
nt	-6	O=C(/C=C/c1ccccc1)NC(=S)Nc1ccc(Cl)cc1Cl
